NR2E3 ag-1: agonists of human nuclear receptor NR2E3. 0.12% of 320,000 active. inhibition of corepressor binding, % at 4.78 µM. GST-NR2E3/biotin-RetCOR TR-FRET, 1536-well. Q9Y5X4. AID 2300;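 active = percent inhibition above the cutoff of mean plus 3 SD of all tested compounds, set per screening campaign, cut at about 20% in these data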;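 note: 0% = DMSO wells and 100% = biotin wells as full block of FRET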
Target sequence (Q9Y5X4 whole entry, looked up): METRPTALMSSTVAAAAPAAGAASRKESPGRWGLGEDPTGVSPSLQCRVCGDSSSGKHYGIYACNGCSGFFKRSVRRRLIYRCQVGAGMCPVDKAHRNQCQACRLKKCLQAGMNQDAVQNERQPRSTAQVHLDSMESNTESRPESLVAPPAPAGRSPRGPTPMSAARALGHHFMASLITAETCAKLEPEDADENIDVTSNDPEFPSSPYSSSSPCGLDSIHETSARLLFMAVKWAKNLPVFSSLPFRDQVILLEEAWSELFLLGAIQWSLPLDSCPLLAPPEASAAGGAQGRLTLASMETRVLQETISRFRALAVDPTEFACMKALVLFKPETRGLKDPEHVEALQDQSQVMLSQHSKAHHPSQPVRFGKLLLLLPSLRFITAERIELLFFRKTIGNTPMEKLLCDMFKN
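System: GST-NR2E3 and biotin-RetCOR proteins; probe or stimulus: 7 nM biotin-RetCOR; doses: compound at 4.8 µM, single dose; schedule: Compound–protein incubation for 5 h at 4 °C; detection: time-resolved FRET; read-out: percent inhibition; controls: biotin wells as high control, 0.6% DMSO wells as low control; format: 1536-well plates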
NR2E3 ag-2: agonists of human NR2E3 nuclear receptor; Q9Y5X4; CHO-S Gal4-NCOR/VP16-NR2E3 two-hybrid, luciferase; inhibition of corepressor binding, % at 3.98 µM; 0.35% of 360,000 active; AID 602229;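 active = inhibition above the mean of all tested compounds plus 3 SD, cut at about 70% in these data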;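 note: 0% = DMSO with NR2E3 transfected cells and 100% = cells lacking NR2E3 construct; higher means lower luciferase signal from less NR2E3 corepressor binding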
Peg3 promoter: Peg3 promoter activity inhibition. HeLa PEG-Prom luciferase reporter, luminescence, overnight. inhibition, % at 20 µM. 1.7% of 360,000 active. AID 588405;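 active = inhibition of at least 50% at 20 µM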
PDI inh: blocks human protein disulfide isomerase activity | P07237 | PDI insulin aggregation turbidity, A650, 90 min | inhibition, % at 10 µM | 0.052% of 350,000 active | AID 588391;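 active = mean inhibition across replicates of 30% or more, whatever share of single replicates reach that level; inconclusive = mean inhibition below 30% while every single replicate reaches 30%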;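 note: absorbance from insulin aggregation driven by PDI reduction with DTT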
Target sequence (P07237 whole entry, looked up): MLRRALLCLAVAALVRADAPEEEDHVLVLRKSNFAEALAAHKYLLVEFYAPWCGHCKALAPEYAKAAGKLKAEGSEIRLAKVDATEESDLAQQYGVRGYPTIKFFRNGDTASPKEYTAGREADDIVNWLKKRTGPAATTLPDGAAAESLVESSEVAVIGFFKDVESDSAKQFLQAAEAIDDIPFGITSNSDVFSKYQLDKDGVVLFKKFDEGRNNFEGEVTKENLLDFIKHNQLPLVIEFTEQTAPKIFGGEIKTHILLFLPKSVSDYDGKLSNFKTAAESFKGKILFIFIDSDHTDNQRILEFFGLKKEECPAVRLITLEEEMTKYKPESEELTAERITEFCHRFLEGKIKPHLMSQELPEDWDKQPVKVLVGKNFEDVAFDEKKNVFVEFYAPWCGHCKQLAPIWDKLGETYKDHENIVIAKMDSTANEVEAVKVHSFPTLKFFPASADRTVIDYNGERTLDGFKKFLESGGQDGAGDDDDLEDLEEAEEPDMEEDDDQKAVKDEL
Granule exo inh: lytic granule exocytosis inhibition; 0.66% of 360,000 active; TALL-104 LAMP-1 surface exposure, flow cytometry; cells stimulated with thapsigargin and PMA; AID 651702; inhibition, % at 10 µM;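 active = inhibition above about 55%, limit read from the data; inconclusive = no clear call, values can overlap the other calls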
CaV13 ICDI inh: Primary screen for inhibitors of IQ motif and Ca2+-dependent inactivation inhibitor domain binding in CACNA1D, Förster resonance energy transfer in living cells, …; inhibition, % at 12.3 µM; 0.098% of 340,000 active; HEK cells, CFP/YFP FRET ICDI-IQ, plate reader, 10 min; percent FRET-ratio fall versus neutral wells;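 active = mean replicate inhibition of at least 30% and at least 1% of replicates passing that level; inconclusive = only one of the two criteria is met; inactive = neither criterion is met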;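 note: 0% = median of the neutral control wells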
hiPSC survival: enhancers of human iPSC single-cell survival. hiPSC single-cell survival, ATPlite luminescence; 100% = ROCK inhibitor wells, 0% = DMSO. survival enhancement, % at 20 µM. 0.044% of 360,000 active. AID 602274; in the data active = survival enhancement above about 18%;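 note: cells exposed to compounds for 16 hours before the ATP read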
Vif inh: HIV Vif inhibition; HEK293T cells, Vif self-association by quenched fluorescence, imaging, 24 h; inhibition, % at 7.49 µM; 0.35% of 340,000 active; AID 602346; in the data active = inhibition above about 50%, passing the limit was not always enough; inconclusive = no clear call, values can overlap the other calls; inactive = below about 31%; note: some results filed as inactive read as strong as hits
aDG glyco up: alpha-DG glycosylation activation | Pro5-aDG cells, alpha-DG glycosylation AlphaScreen (IIH6); 0% Pro5, 100% B10-LARGE cell signal | 0.22% of 360,000 active | activation, % at 10 µM;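 active = activation of at least 8% versus controls, or a plate z-score of at least 8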;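 note: Pro5 are CHO cells carrying HIG-tagged alpha-DG that lacks glycosylation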
HIF-2a block: inhibitors of HIF-2a; 786-0 RCC cells HIF-2a reporter, luciferase luminescence, overnight; inhibition, % at 18.8 µM; 0.72% of 360,000 active; AID 624352;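 active = inhibition of the luminescence signal of 40% or more relative to plate controls, in a single-dose primary screen at 18.75 µM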
MITF TRPM1 inh: reduces MITF-dependent TRPM1 promoter luciferase signal | SK-MEL-5 TRPM1 promoter luciferase, 24 h | inhibition, % at 12.5 µM | 0.83% of 330,000 active | AID 488899;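 active = mean inhibition across replicates of 60% or more, whatever share of single replicates reaches that level; inconclusive = some that reach 60%, reason not given; inactive = mean inhibition across replicates below 60%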; note: values of inactives mirror those of a sister screen read the other way
* hit, by the source's call; ? = inconclusive; nt = no result given.

SMILES	NR2E3 ag-1	NR2E3 ag-2	Peg3 promoter	PDI inh	Granule exo inh	CaV13 ICDI inh	hiPSC survival	Vif inh	aDG glyco up	HIF-2a block	MITF TRPM1 inh
Cc1cc(C)n(-c2ccc(C(=O)OCC(=O)Nc3ccc(S(N)(=O)=O)cc3)cc2)n1	nt	-6	-8	-4	-16	-5	-1.1	22	0.1	5	9
Nc1ccc(S(=O)(=O)NC2=NCCCCC2)cc1	-2	-7	6	1	2	4	0.2	5	-0.1	11	3
Cc1cccc(N(CC(=O)NCc2ccco2)C(=O)CCC(=O)Nc2nccs2)c1C	4	-5	0	-1	-6	-4	0.2	-4	0.1	11	1
Cc1cc(=O)n2[nH]c(CCC(=O)O)nc2n1	2	-4	1	2	0	-4	-0.7	1	0.0	14	2
CC1CCc2cc(F)ccc2N1C(=O)CSc1nnc2c(n1)[nH]c1ccc(F)cc12 (configuration not stated)	2	-3	100*	-8	5	-6	-0.7	nt	0.0	3	18
Cc1cc(C)cc(NC(=O)C2CCCN2S(=O)(=O)c2ccc3c(c2)n(C)c(=O)c(=O)n3C)c1 (configuration not stated)	1	11	2	nt	-3	-2	-0.6	-11	-0.1	0	11
O=C1c2oc3ccc(F)cc3c(=O)c2C(c2ccccc2)N1CC1CCCO1 (configuration not stated)	2	-18	7	-1	-5	-3	-1.3	20	0.1	2	8
CCOc1ccc(/C=C(/NC(=O)c2ccc(Cl)cc2)C(=O)O)cc1OCC	1	-12	16	5	0	-15	-0.9	9	0.1	6	-2
COc1cc(OC)c(C2C3=C(CCCC3=O)Nc3nc4ccccc4n32)cc1OC (configuration not stated)	1	8	19	2	22	-5	1.4	4	-0.4	19	-8
Clc1ccc(CN2CCCCCC2)cc1	-3	14	-5	-6	-9	-13	0.2	?	0.3	12	1
Cc1ccccc1NC(NC(=O)c1cccnc1)C(Cl)(Cl)Cl (configuration not stated)	9	-17	21	-3	-4	-2	-0.4	-5	0.1	18	-7
CC(=O)NC(c1ccc(F)c(F)c1)c1nc(-c2cnn(C)c2)cs1 (configuration not stated)	nt	-4	3	0	0	-5	-3.8	-3	-0.1	8	nt
CC12CCC(=O)N1C(C(=O)N1CCN(S(=O)(=O)c3cccc(Cl)c3)CC1)CS2 (configuration not stated)	-2	-1	-12	2	-6	0	0.1	?	0.2	6	-6
Cc1onc(-c2ccccc2)c1C(=O)n1cccn1	2	-18	0	-1	0	nt	3.9	nt	-0.4	15	15
CC(C)COC(=O)Nc1nnc(SCCOc2ccccc2)s1	0	8	-5	-9	1	nt	2.1	2	0.1	10	-2
CCN(CC)S(=O)(=O)c1cccc(NN=c2c(=O)c3ccccc3c2=O)c1	-2	-7	8	-4	-2	-2	-0.4	-3	1.3	11	24
COc1ccc(Cl)cc1N(CC(=O)N1CCCCCC1)S(C)(=O)=O	2	8	7	9	-11	-5	0.5	1	-0.2	5	-2
O=C(CSCc1c(F)cccc1Cl)NCCSCc1ccco1	2	5	-32	-1	5	6	0.3	-4	1.8	-45	-3
COc1cc(SC)ccc1C(=O)NCCc1ccccc1	0	-210	-349	0	1	-5	0.1	-6	0.1	-231	-77
COc1ccc(-c2csc(C(O)c3cccc(Cl)c3)n2)cn1 (configuration not stated)	nt	-33	-8	8	-4	-3	-2.0	nt	0.2	-24	nt
Cc1cc(-c2ccc(S(=O)(=O)NCc3ccc(Cl)cc3)cc2)on1	nt	27	9	6	-9	-5	-1.6	3	-0.3	20	nt
CCC(CC)C(=O)NCCN1CCN(C(=O)C(CC)CC)CC1	4	-5	9	-4	-2	-3	-2.0	?	-0.3	16	7
CCCCCC(=O)N1C[C@@H](O)[C@H](n2cc(-c3ccc(F)cc3)nn2)C[C@@H]1c1ccc(Cl)cc1	nt	-31	16	13	4	-9	-1.7	-4	0.3	-4	nt
O=C(CCCn1c(=S)[nH]c2cc3c(cc2c1=O)OCO3)N1CCN(c2ccccc2F)CC1	-4	-13	4	3	5	-4	-0.4	3	-0.1	16	-4
CCC1CCCCN1CCCNC(=O)CSc1nc2nc(C)c(Cc3ccccc3)c(C)n2n1 (configuration not stated)	5	4	-10	-5	3	-3	-0.6	-1	-0.2	9	-5
(listing goes on)
SMILES	NR2E3 ag-1	NR2E3 ag-2	Peg3 promoter	PDI inh	Granule exo inh	CaV13 ICDI inh	hiPSC survival	Vif inh	aDG glyco up	HIF-2a block	MITF TRPM1 inh
Cc1ccc(OCC(=O)Nc2ccc([N+](=O)[O-])cc2)cc1	1	26	-19	1	-2	-6	-1.0	8	0.0	-15	8
CCCn1nc(C(=O)NNC(=O)c2cccc(C)c2)c2ccccc2c1=O	nt	-19	-11	-64	-2	-6	-2.7	?	0.0	-51	-7
O=C(Cn1cnc2c(nnn2Cc2ccc(F)cc2)c1=O)N1CCCCC1	-1	-22	-8	-4	4	0	0.0	3	-0.2	-18	-6
CCOCCCNC(=O)C(Cc1ccccc1)NS(=O)(=O)c1cccc2nsnc12 (configuration not stated)	-5	-23	2	4	-2	-5	0.8	4	-0.2	14	3
COc1ccc(C)cc1S(=O)(=O)n1cnc(C)c1	-1	-9	23	10	-14	-6	0.5	3	-0.1	19	8
CCCc1c(C(=O)N/N=C/c2c[nH]c3ccccc23)nnn1-c1nonc1N	nt	-4	32	3	-8	-6	-0.7	0	-0.3	2	nt
CCCCCOc1ccc(NC(=O)C(=O)NCC2CCCN2CC)cc1 (configuration not stated)	0	5	-9	-20	0	-2	0.0	nt	11*	-39	-35
O=C(COCc1cc(-c2ccc3c(c2)OCO3)on1)N1CCN(c2cccc(Cl)c2)CC1	-4	-17	-3	-1	32	-6	-0.1	-9	0.0	-4	0
COc1ccc(/C(O)=C2/C(=O)C(=O)N(CCCN(C)C)C2c2ccccc2)cc1OC (configuration not stated)	6	-19	-2	4	-5	-4	3.3	-5	0.0	-9	4
CCc1cccc(NC(=O)c2ccc3c(=O)n4c(nc3c2)CCCCC4)c1	-1	-22	-169	-4	-2	-5	1.7	-6	0.3	-237	-49
Cc1ccc(CCNC(=O)C2CCC(=O)N2Cc2cccnc2)cc1 (configuration not stated)	3	9	-6	-3	-2	-5	-2.5	-2	-0.3	14	-2
CCCc1nc2cc(C)c(Br)c(C)n2c1Cc1ccccc1OC	nt	-5	nt	nt	-5	-5	-0.9	nt	0.0	10	nt
c1ccc(-c2nnc(N3CCOCC3)c3ccccc23)cc1	0	-9	4	-5	3	-4	0.8	-8	-0.1	11	4
COc1ccccc1/C=C(/C(=O)OCC(=O)Nc1ccccc1C(C)C)c1ccccc1	-1	8	21	-5	2	-15	0.8	0	0.2	27	20
CCOC(=O)c1c(N)sc2c1CCN(CCc1ccccc1)C2	-2	-12	-2	4	-8	0	-0.4	-2	-0.1	-5	1
CC(C)N=C(Nc1ccccc1)c1cccnc1	0	-9	6	16	-2	-5	-1.3	-2	0.3	15	2
CCc1c(C)nc2ncnn2c1N1CCCC(C(=O)Nc2ccc(NC(C)=O)cc2)C1 (configuration not stated)	-2	14	8	3	10	nt	1.7	4	-0.1	21	-8
CSc1nsc(NC(=O)Nc2ccccc2)n1	3	-59	-176	-3	15	-6	0.9	-35	0.0	-263	-56
Cc1c(NC(=O)Nc2ccccc2)cccc1[N+](=O)[O-]	0	-44	-8	-1	0	-5	-1.1	-8	-0.2	-58	7
CCn1cc(/C=C(\NC(=O)c2cc(OC)c(OC)c(OC)c2)C(=O)N2CCOCC2)c2ccccc21	nt	1	9	22	-4	-3	6.5	-1	-0.2	20	nt
O=C(CCN1CCOCC1)N1CCCC(Nc2cccc(F)c2)C1 (configuration not stated)	3	-7	5	6	-4	-2	-0.5	3	-0.1	17	-5
COc1nccnc1NS(=O)(=O)c1ccc(NCc2ccccc2O)cc1	4	1	-2	16	1	-7	1.1	-5	-0.2	4	0
CC1CCCCN1C(=O)CSc1nc2c(c(=O)n(C)c(=O)n2C)n1C (configuration not stated)	1	-41	3	-1	-5	-2	10	6	-0.1	7	-1
COc1ccc(Cn2c(=O)oc3ccccc32)cc1OC	nt	21	9	7	2	-16	-1.1	-24	-0.2	12	nt
Brc1cc2c(cc1Cn1c(-c3cncs3)nc3ccccc31)OCO2	3	-18	10	2	1	0	0.5	-8	0.9	17	-8
Next part
SMILES	NR2E3 ag-1	NR2E3 ag-2	Peg3 promoter	PDI inh	Granule exo inh	CaV13 ICDI inh	hiPSC survival	Vif inh	aDG glyco up	HIF-2a block	MITF TRPM1 inh
O=C(Cn1nc([N+](=O)[O-])nc1Br)NC(c1ccccc1)c1ccccc1	1	10	17	10	-1	-3	-2.3	-2	0.7	20	26
CCOC(=O)c1[nH]c(C)c(C(=O)NCc2ccc(OC)cc2)c1C	0	-18	0	nt	2	0	1.2	1	0.3	3	7
O=C(NNS(=O)(=O)c1ccccc1F)c1ccccc1-n1cccc1	-1	-5	-4	-2	-10	-5	-0.7	5	-0.1	6	-5
O=S(=O)(N/N=C/c1c(F)cccc1Cl)c1ccccc1	1	12	9	22	-1	0	-2.7	-5	2.1	16	7
Cc1ccc(S(=O)(=O)CCC(=O)OCC(=O)N(C)CC(=O)Nc2ccc(F)cc2)cc1	-2	-36	4	10	4	-6	0.0	-8	0.3	-4	3
O=C(c1ccc(-n2cccc2)cc1)N1CCCCC1	-3	-5	-77	-1	1	-7	0.6	10	0.3	-141	-40
CCn1c(SCC(=O)NCCc2ccc(OC)c(OC)c2)nc2c1c(=O)n(C)c(=O)n2C	3	-25	23	-6	0	-4	1.0	3	0.0	-4	-2
Cc1cccc(C)c1NC(=O)CNC(=O)c1cccc(S(=O)(=O)NCc2cccs2)c1	2	-25	-2	6	-2	-7	-2.4	-1	0.2	17	-1
O=[N+]([O-])c1cccc(N/N=C/c2cccc3ccccc23)c1	0	-27	-130	3	-3	-3	3.2	16	-0.2	-195	-13
O=C(Nc1ccncc1)c1cccc(S(=O)(=O)N2CCc3ccccc32)c1	6	-1	18	12	1	-2	-0.6	-10	2.2	21	18
O=C(C1CCC1)N1CCCc2cc(S(=O)(=O)N3CCN(c4ccccc4)CC3)ccc21	-1	-22	11	6	10	-15	-0.3	-1	-0.3	14	4
CCCCOC(=O)CCNc1n[nH]c(=O)[nH]c1=O	3	0	5	-1	-1	-4	-0.7	1	-0.1	9	14
O=C(NCCCn1ccnc1)c1ccc(COc2ccccc2)o1	5	5	0	1	0	-6	-0.5	-1	0.1	3	8

For convenience, 3 of the compounds above:
SMILES	NR2E3 ag-1	NR2E3 ag-2	Peg3 promoter	PDI inh	Granule exo inh	CaV13 ICDI inh	hiPSC survival	Vif inh	aDG glyco up	HIF-2a block	MITF TRPM1 inh
O=C(c1ccc(-n2cccc2)cc1)N1CCCCC1	-3	-5	-77	-1	1	-7	0.6	10	0.3	-141	-40
CCn1c(SCC(=O)NCCc2ccc(OC)c(OC)c2)nc2c1c(=O)n(C)c(=O)n2C	3	-25	23	-6	0	-4	1.0	3	0.0	-4	-2
Cc1cccc(C)c1NC(=O)CNC(=O)c1cccc(S(=O)(=O)NCc2cccs2)c1	2	-25	-2	6	-2	-7	-2.4	-1	0.2	17	-1
